NSD2 inh = blocks human histone methyltransferase NSD2; O96028; NSD2 peptide methylation, AlphaScreen, 120 min; inhibition, % at 12.5 µM; 0.54% of 310,000 active; AID 743445; in the data active means inhibition above about 50%
PKA-R1A act = activates the PKA-R1A holoenzyme complex | PKA-R1A dissociation, Cy5-IP20 fluorescence polarization; scaled: DMSO 0%, 113 µM cGMP 100% | activation, % at 11.4 µM | 0.083% of 340,000 active | AID 504707;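 active means percent activation above the mean of all tested compounds plus 3 SD, cut at about 19% in these data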;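 further: higher means more PKAc released from R1A so a rise in polarization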
SR-BI DiI-HDL act = enhances SR-BI lipid uptake from DiI-HDL. 0.096% of 320,000 active. activation, % at 12.5 µM. CHO ldlA[mSR-BI] cells, DiI-HDL uptake fluorescence, 3 h; 100 = double the neutral-control signal;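 active means mean replicate activation of at least 60% and every replicate at or above 60%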;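 further: 0% = median plate neutral-control signal and 100% = twice that signal; values of inactives mirror those of a sister screen read the other way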
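Material: SR-BI-overexpressing, LDLR-lacking CHO cells; schedule: compound exposure 3 h, 37 °C; reagent: DiI-labelled HDL at 10 µg/mL final; technique: bottom-read fluorescence, 550/595 nm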
Arr AP2 block = blocks beta-arrestin peptide binding to AP2 adaptin; FITC-arrestin peptide / GST-AP2 beads, flow cytometry; AP2 beta2 appendage carries R879A mutation; inhibition, % at 10 µM; 0.31% of 340,000 active; AID 504490;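 active means inhibition above a set limit, near 3 SD of compounds lacking own fluorescence, cut at about 54% in these data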;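 further: plate controls were DMSO wells for no effect and 5 µM unlabelled arrestin peptide for full effect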
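test system = AP2 appendage R879A on GSH beads | buffer or medium = PBS plus Tween 20 (0.05%) and BSA (0.1%) | incubation = 12 min plus 1 h, RT | detection = bead flow cytometry, FITC channel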
MITF act = MITF TRPM1 promoter activation in melanoma cells; SK-MEL-5 TRPM1-promoter luciferase, 24 h; % of positive control, neutral wells = 0; activation, % at 12.5 µM; 0.75% of 300,000 active; AID 588334;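 active means mean activation of at least 80% with every replicate also reaching 80%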;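 further: 0% = neutral control wells and 100% = parthenolide positive control wells; values of inactives mirror those of a sister screen read the other way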
Mot1-301 SUMO = SUMOylation pathway inhibition by Mot1-301 growth rescue. AID 2716. S. cerevisiae Mot1-301 growth rescue, ATP luminescence, 38.5C; percent above DMSO median, 100 means doubled. 1% of 320,000 active. growth rescue, % at 18.8 µM;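 active means every valid replicate shows activation above 250% relative to neutral control wells; inactive means the rest, any valid replicate at or below 250%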;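 further: OY570 slx delta 5 strain wells were the positive control but not used for scaling; some compounds called inactive have numbers as strong as hits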
dFosB act = activators of mouse delta FosB homodimer | purified delta FosB, TAMRA-CDK5 oligo fluorescence polarization; percent of positive-control signal above neutral wells | activation, % at 25 µM | 0.99% of 340,000 active | AID 493131;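 active means mean activation above about 17%, with every replicate also reaching it, limit read from the data, passing the limit was not always enough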;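 further: fluorescence polarization rise as delta FosB binds a TAMRA Cdk5 AP-1 oligo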
Target sequence (P13346 whole entry, looked up): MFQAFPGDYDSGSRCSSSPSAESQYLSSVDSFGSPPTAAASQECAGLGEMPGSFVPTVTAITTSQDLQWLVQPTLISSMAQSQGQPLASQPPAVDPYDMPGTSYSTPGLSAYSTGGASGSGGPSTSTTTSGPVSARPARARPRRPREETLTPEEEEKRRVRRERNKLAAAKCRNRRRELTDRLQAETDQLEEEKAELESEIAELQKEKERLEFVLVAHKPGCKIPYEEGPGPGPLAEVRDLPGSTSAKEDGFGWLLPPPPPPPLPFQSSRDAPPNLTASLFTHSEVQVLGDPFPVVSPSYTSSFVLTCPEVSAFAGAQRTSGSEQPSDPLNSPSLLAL
DSG3 Ab inh = human desmoglein-3 autoantibody binding inhibition; P32926; AID 588358; DSG3-coupled beads, scFv-anti-DSG3-GFP binding, flow cytometry; stronger effect = lower value; binding (percent of control), % at 10 µM; 0.48% of 310,000 active;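 active means binding more than 3 SD below its plate's average and above zero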;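 further: hits lower antibody fragment binding to DSG3; some compounds called inactive have numbers as strong as hits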
SR-BI DiI inh = blocks mouse SR-BI lipid uptake from DiI-HDL | Q61009 | ldlA[mSR-BI] CHO cells, DiI-HDL uptake fluorescence, 3 h | inhibition, % at 12.5 µM | 0.96% of 320,000 active | AID 488896;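 active means mean replicate inhibition of at least 70% and a set share of replicates each scoring 70 or more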;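 further: 0% = median of neutral control wells and 100% = median of positive control wells; values of inactives mirror those of a sister screen read the other way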
Target sequence (Q61009 whole entry, looked up): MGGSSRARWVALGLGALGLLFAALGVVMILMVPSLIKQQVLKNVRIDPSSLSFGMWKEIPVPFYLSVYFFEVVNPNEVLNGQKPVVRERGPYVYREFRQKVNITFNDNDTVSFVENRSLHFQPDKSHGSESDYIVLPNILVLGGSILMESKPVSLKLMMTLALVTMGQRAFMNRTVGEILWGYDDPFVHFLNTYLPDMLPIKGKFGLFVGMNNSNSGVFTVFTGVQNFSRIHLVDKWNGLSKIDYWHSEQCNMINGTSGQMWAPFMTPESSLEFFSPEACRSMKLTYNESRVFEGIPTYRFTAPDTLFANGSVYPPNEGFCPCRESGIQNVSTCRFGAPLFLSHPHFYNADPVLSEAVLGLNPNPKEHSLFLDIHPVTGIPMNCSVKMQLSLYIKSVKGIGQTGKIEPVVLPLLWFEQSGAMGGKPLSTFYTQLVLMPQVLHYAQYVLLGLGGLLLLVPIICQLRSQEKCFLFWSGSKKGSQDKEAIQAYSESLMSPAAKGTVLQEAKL
PKA-R2B activ = PKA-R2B complex activation; P22694+P31323; PKA-R2B holoenzyme dissociation, Cy5-IP20 fluorescence polarization; R2B truncated from residue 108, S112A mutant; 0% DMSO only, 100% 113 µM cGMP; 0.079% of 340,000 active; AID 504700; activation, % at 11.4 µM;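 active means activation above a cutoff set at the mean over all compounds plus 3 SD, cut at about 18% in these data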;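 further: higher means more holoenzyme dissociation and a rise in polarization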
CDK5 inh = CDK5/p35 (human) kinase inhibition. Recombinant CDK5/p35, ADP-Glo luminescence, 60 min. inhibition, % at 10 µM. AID 488839. 0.01% of 330,000 active;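 active means highest replicate inhibition of at least 50% and at least 75% of replicates reaching 50%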;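 further: plate controls were DMSO neutral control for no effect and GW8510 at 10 µM for full effect; many of its hits are not listed in these tables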
Numbers without * were called inactive; . = no result given.

Results follow in this order: NSD2 inh	PKA-R1A act	SR-BI DiI-HDL act	Arr AP2 block	MITF act	Mot1-301 SUMO	dFosB act	DSG3 Ab inh	SR-BI DiI inh	PKA-R2B activ	CDK5 inh
- O=C(CC(=O)N/N=C/c1ccccc1)NCc1ccccc1
    -1	6	-5	3	0	9	1	108	5	-5	0.9
- O=[N+]([O-])c1ccc(C(=S)N2CCC(Cc3ccccc3)CC2)cc1
    3	-15	13	13	2	-3	-6	103	-13	-4	1.7
- COc1cc(/C=C2\OC(=O)c3c(OC)cccc32)ccc1O
    -2	-3	-36	2	39	124	-25	101	36	0	-0.3
- CSCCC(NC(=O)/C(=C/c1ccco1)NC(=O)c1ccc(Br)o1)C(=O)O (centres undefined)
    -2	-11	13	12	3	-3	-1	132	-13	-10	-1.1
- C/C(Cl)=C/Cn1c(SCCN2CCOCC2)nc2c1c(=O)[nH]c(=O)n2C
    7	-13	0	5	-2	13	1	116	0	-3	-1.0
- Cn1c2ccc(F)cc2c2ncn(Cc3ccco3)c(=O)c21
    0	2	21	-15	10	-3	12	102	-21	-11	1.2
- O=C(c1cccs1)N1N=C(c2ccc(O)cc2)CC1c1ccccc1 (centres undefined)
    -1	1	-11	-2	-3	-1	6	.	11	-16	2.3
- Cc1csc(NC(=O)c2cc(-c3ccco3)nc3ccccc23)n1
    5	-4	-35	50	-16	736	-32	104	35	-5	-0.2
- Cc1ccc2cccc(Oc3ncnc4scc(-c5ccccc5)c34)c2n1
    0	5	-58	-5	-4	19	-9	99	58	3	1.6
- c1ccc(-c2n[nH]c(-c3ccccc3)c2-c2nc3ccccc3[nH]2)cc1
    -2	4	15	9	-2	-11	-7	.	-15	1	0.4
- Cc1ccc(C(=O)COC(=O)CCC(=O)Nc2cccc(Cl)c2)cc1[N+](=O)[O-]
    .	-2	-18	-9	2	-10	0	106	18	-1	-0.5
- Cc1ccc(O)c(C(=O)c2cc(C#N)c(=O)n(-c3nccs3)c2)c1
    .	-1	-21	4	-12	55	-16	101	21	-9	0.1
- O=C(O)c1ccc2[nH]c3c(c2c1)CCCC3
    1	-3	28	-7	.	8	-2	100	-28	5	1.8
- COc1ccc(CN(C)C(=O)c2cccc(NS(=O)(=O)c3ccccc3)c2)cc1F
    -1	-1	.	0	-15	-17	-12	98	.	-3	-1.1
- O=C(NCCc1ccccc1)C(c1ccncc1)N(C(=O)c1csnn1)C1CC1 (centres undefined)
    2	-16	-3	1	1	-6	-3	.	3	-4	2.0
- COc1ccccc1C(=O)COC(=O)c1ccccc1OCC(=O)Nc1ccc(SC(F)F)cc1
    -2	1	-45	28	-15	-23	-1	91	45	3	1.0
- COc1ccccc1CNC(=O)CCCn1nc(C)n2ccnc2c1=O
    .	-4	13	-3	6	4	-1	103	-13	-2	1.0
- CCCOc1ccc(C(=O)NCc2cccnc2)cc1
    -8	-8	25	11	-3	6	-5	95	-25	-13	-1.1
- COC(=O)c1nn(-c2ccc3c(c2)OCO3)cc1O
    3	0	-2	0	44	-20	-4	98	2	-5	0.5
- CN(Cc1ncc[nH]1)Cc1cn(-c2ccccc2)nc1-c1ccc2c(c1)OCO2
    2	-5	-15	-3	15	-1	-10	94	15	4	0.3

Looked up above:
CCCOc1ccc(C(=O)NCc2cccnc2)cc1 – MITF act: -3
O=C(NCCc1ccccc1)C(c1ccncc1)N(C(=O)c1csnn1)C1CC1 (centres undefined) – Arr AP2 block: 1

The list goes on:
Results follow in this order: NSD2 inh	PKA-R1A act	SR-BI DiI-HDL act	Arr AP2 block	MITF act	Mot1-301 SUMO	dFosB act	DSG3 Ab inh	SR-BI DiI inh	PKA-R2B activ	CDK5 inh
- COc1ccc(S(=O)(=O)N(C)C)cc1NC(=O)CSc1nnc(-c2cccnc2)o1
    1	-3	-2	3	-3	-29	-3	117	2	-2	1.0
- O=C(COC(=O)c1ccc2ncsc2c1)NC(=O)c1ccccc1
    -10	1	4	2	10	2	-8	99	-4	5	0.4
- CC1Cc2nc(SCC(=O)OCc3ccccc3)n(C)c(=O)c2S1 (centres undefined)
    .	-3	10	-7	6	-13	-1	101	-10	-6	1.8
- CCOC(=O)N1CCN(C(=O)c2ccc3c(=O)n(-c4ccc(OC)cc4)c(=S)[nH]c3c2)CC1
    -1	-10	15	-3	3	-11	1	99	-15	-11	0.7
- CCCCn1c(CCn2nc(C)c(Br)c2C)n[nH]c1=S
    -1	-2	-41	-31	2	70	3	101	41	-6	0.7
- Cc1ccc(N(CC(=O)NCc2ccc(F)cc2)C(=O)CCC(=O)Nc2ccccn2)cc1C
    2	7	18	1	3	-9	-22	109	-18	2	1.8
- O=[N+]([O-])c1ccc(-c2nc(NCc3cccnc3)c3ccccc3n2)cc1
    0	11	-29	5	18	-1	-1	92	29	-2	0.5
- Cc1cc(C(=O)N2CCN(CCc3ccccc3)CC2)no1
    0	-1	25	-1	1	6	-2	106	-25	0	-2.1
- O=[N+]([O-])c1cc2c(cc1C=Nc1ccccc1)OCO2
    .	3	-5	25	-45	-23	-8	105	5	-3	1.3
- Oc1nc(-c2ccc(Cl)cc2)n2ccncc12
    1	-5	4	3	-11	-15	2	99	-4	0	0.1
- O=C(CN1CCN(S(=O)(=O)c2ccc(Br)cc2)CC1)Nc1ccccc1F
    4	-6	-1	-5	5	11	-11	91	1	-4	-0.8
- CCn1cc(C(=O)OCc2ccccc2)c(=O)c2ccc(C)nc21
    0	-7	1	3	.	2	-11	103	-1	-2	1.2
- O=C(N1CCCCC1)C1(c2ccccc2)CCCCC1
    -4	-8	11	-4	-20	-12	2	95	-11	1	0.8
- CCCCn1c(CCNC(=O)c2ccco2)nc2ccccc21
    -1	6	-2	31	-8	-12	-6	105	2	9	2.6
- COc1ccc(CC(=O)Nc2ccc(S(=O)(=O)N3CCCC3)cc2)c(OC)c1
    -1	2	-8	4	4	0	-6	101	8	-2	-1.8
- CC1(c2ccccc2Br)NC(=O)N(CC(=O)Nc2ccc(S(N)(=O)=O)cc2)C1=O (centres undefined)
    -4	3	-19	-4	6	115	-7	93	19	3	0.6
- COc1ccc(CNC(=O)c2ccc(S(=O)(=O)NCc3ccco3)cc2)cc1
    -1	-7	-15	-5	.	.	2	98	15	7	-0.8
- CC(=O)Nc1ccc(S(=O)(=O)N2CCSCC2)cc1
    -1	1	51	10	-4	265	-10	79	-51	-4	-1.2
- Nc1c(-c2cccc(Cl)c2)cnn1-c1cccc(C(F)(F)F)c1
    1	-2	-39	-4	.	25	-10	98	39	-10	0.1
- COC(=O)[C@]1(C)CCC[C@@]2(C)C3CC[C@@]4(C)C[C@]3(CCC21)CC(=O)N4Cc1ccc(OC)cc1 (some centres undefined)
    .	8	10	8	-12	19	4	107	-10	9	0.8
- Cc1ccc(NC(=O)NCCCN2CCCC2=O)cc1
    -5	6	-5	-4	23	-5	-7	100	5	-5	0.1
- Cc1cc(C)cc(C(=O)Nc2ccc(N3CCN(C(=O)c4ccco4)CC3)cc2)c1
    6	-7	-63	-2	-10	2	-2	105	63	-1	2.7
- COc1cccc(C2=NN(C(=O)c3cccs3)C(O)(C(F)(F)F)C2)c1 (centres undefined)
    0	7	-20	8	-6	398	-15	101	20	5	0.3
- O=c1c2ccccc2c(C=Nc2ccccc2O)c(O)n1-c1nccs1
    11	8	.	11	4	11	-18	104	.	3	-0.4
- Cc1ccc(/C=C/C(=O)NCCCn2ccnc2)cc1
    -4	-12	9	-10	6	-2	4	102	-9	-5	-0.1
- Cc1ccccc1N=C(NOCc1ccccc1)c1nonc1N
    -1	-10	-13	-2	-1	6	-9	106	13	-4	-0.8
- COC(C/C=C\[C@H](O)[C@H](C)OCc1ccccc1)OC
    .	6	-3	1	-2	0	7	102	3	-1	2.6
- Cc1ccc(OCCCN2C(=O)C(=O)c3cc(C)ccc32)cc1
    1	0	-8	37	11	-17	-1	96	8	-1	0.2
- COC(=O)c1cc(=O)n(Cc2ccc3c(c2)OCO3)c(=Nc2ccc(F)cc2)s1
    .	-11	12	-7	-4	-3	-8	156	-12	8	-1.6
- CCN(c1ccccc1)c1cc2ccccc2c(=O)[nH]1
    41	-12	-25	17	-19	-11	-12	96	25	-6	0.5
- CCC(CO)Oc1cc(NCc2ccccc2C(F)(F)F)c2ncn(C(C)C)c2c1 (centres undefined)
    .	3	7	4	-9	-4	-17	107	-7	-13	1.5
- O=C(CCCN1C(=O)CSc2ncccc21)N1CCN(c2cccc(C(F)(F)F)c2)CC1
    -1	-7	-33	2	-8	165	5	108	33	-8	2.2
- Cn1c(N)c(N=O)c(=O)n(C)c1=S
    2	5	7	-8	-6	.	-6	94	-7	13	-2.5
- O=[N+]([O-])c1cccc(-c2n[nH]c(=S)n2-c2ccc(Br)cc2)c1
    4	-14	-16	-8	-18	.	-12	100	16	2	1.0
- COC(=O)c1cc(C(=O)N2CCc3ccccc32)cc([N+](=O)[O-])c1
    22	-5	0	1	14	2	2	96	0	6	-0.1
- CCS(=O)(=O)Nc1c(C(=O)OC)[nH]c2ccccc12
    1	11	-14	22	-17	-2	3	85	14	-5	-0.2
- CCOc1ccc(Cn2nnc(C(=O)NCc3ccc(OC)cc3)c2N)cc1
    .	-1	-2	-4	-7	79	-4	104	2	5	0.9
- Cn1c(-c2ccccc2)cccc1=O
    3	6	-9	6	-13	319	2	99	9	-5	-0.5
- O=C(CCC1CCCCC1)Nc1cc(C(F)(F)F)ccc1N1CCOCC1
    -2	-4	43	0	-1	6	-2	107	-43	-6	-2.9
- CCOC(=O)N1CCC(NC(=O)CCS(=O)(=O)c2ccc3c(c2)CCN3C(=O)CC)CC1
    2	15	11	5	-2	-15	-4	.	-11	2	-0.5
- Cc1cc(C([O-])=C(C(=S)Nc2ccccc2)[n+]2ccccc2)c(C)n1-c1ccccc1
    -21	-1	21	12	-20	.	-1	.	-21	-2	3.6

Three of the compounds above, bar-delimited.
SMILES | NSD2 inh | PKA-R1A act | SR-BI DiI-HDL act | Arr AP2 block | MITF act | Mot1-301 SUMO | dFosB act | DSG3 Ab inh | SR-BI DiI inh | PKA-R2B activ | CDK5 inh
Cn1c2ccc(F)cc2c2ncn(Cc3ccco3)c(=O)c21 | 0 | 2 | 21 | -15 | 10 | -3 | 12 | 102 | -21 | -11 | 1.2
O=C(c1cccs1)N1N=C(c2ccc(O)cc2)CC1c1ccccc1 (centres undefined) | -1 | 1 | -11 | -2 | -3 | -1 | 6 | . | 11 | -16 | 2.3
Cc1csc(NC(=O)c2cc(-c3ccco3)nc3ccccc23)n1 | 5 | -4 | -35 | 50 | -16 | 736 | -32 | 104 | 35 | -5 | -0.2

Assay outcomes from PubChem.
